Large T inhibition: TAg ATPase/helicase activity blockers – biochemical (AID 1903); SV40 large T antigen ATPase/helicase inhibition assay; higher % means a stronger effect; inhibition, % at 20 µM, or IC50 in µM where a hit was titrated; 0.39% of 310,000 active; in the data active means a potency from the dose series; inconclusive means inhibition mostly from about 32% at the one dose, without a potency; inactive means the rest, 99 in 100 with inhibition below about 32%; further: strong numbers were not always called active
LYP phosphatase: inhibitors of LYP phosphatase, biochemical, fluorescence intensity, uHTS (AID 1779); recombinant LYP phosphatase, fluorescence intensity; higher % means a stronger effect; inhibition, % at 11.5 µM; hits with a dose series show IC50 in µM; 0.054% of 290,000 active; in the data active means inhibition above about 50%;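 further: plate controls were vehicle with enzyme for no effect and no enzyme for full effect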
T cell HTS: T cell immune modulation candidate; 2C CD8+ T cell-vesicle binding, flow cytometry; hits give low values; calls only at 7 µM; 0.068% of 330,000 active;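 active means response, share of CD8 T cells binding vesicles, and their 90th percentile fluorescence all below set limits, cut at about 80% in these data, passing the limit was not always enough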
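material = purified 2C TCR transgenic mouse naive CD8+ T cells | controls = Unloaded micro-vesicles (low), QL9 vesicles with 0.7% DMSO (high) | detection = cytometric PE anti-B7-1 and Alexa647 anti-CD8 signals after 1% paraformaldehyde fixation | incubation = binding step 1.5 h, 37 °C, antibody labelling 20 min, ice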
GPR55 antagonists: inhibition of LPI-stimulated GPR55 beta-arrestin translocation – imaging, U2OS, beta-arrestin-GFP, LPI agonist, primary screen (AID 2013); U2OS GPR55 beta-arrestin-GFP translocation imaging, LPI antagonism; higher % means a stronger effect; inhibition, % at 10 µM; hits with a dose series show IC50 in µM; 0.13% of 290,000 active;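 active means spots per cell inhibited over 60%, with over 100 cells counted and total cytoplasm intensity under 500,000; inconclusive means wells with under 100 cells, flagged as likely toxic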;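 further: U2OS cells stably carrying GPR55 and arrestin-GFP stimulated by 5 µM LPI near EC80; imaged beta-arrestin-GFP aggregate spots per cell after agonist stimulation; plate controls were LPI-stimulated DMSO wells for no effect and DMSO wells without LPI for full effect; some results filed as inactive read as strong as hits; confirmed hits need IC50 under 10 µM and bright autofluorescent wells are also inconclusive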
GPR35 arrestin U2OS: GPR35 antagonists blocking zaprinast-driven arrestin recruitment, primary screen, imaging, U2OS, beta-arrestin-GFP, zaprinast agonist (AID 2058). U2OS GPR35 beta-arrestin-GFP translocation imaging, zaprinast antagonism; higher % means a stronger effect. one-dose inhibition, % at 10 µM; IC50 in µM for titrated hits. 0.052% of 290,000 active;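 active means inhibition of at least 50% with at least 30 cells and total cytoplasm GFP at most 10,000,000; inconclusive means under 30 cells or total GFP of 10,000,000 plus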
NTR1 agonist: agonists of NTR1, primary screen, imaging, U2OS cells, beta-arrestin-GFP, high content (AID 493036). NTR1-U2OS beta-arrestin-GFP spot imaging, agonist mode. 0.17% of 330,000 active. activation, % at 20 µM. P30989;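 active means activation at or above 40% of the spot to cytoplasm intensity ratio, with at least 20 cells analyzed; inconclusive means wells under 20 cells, flagged as cytotoxic or low count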;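 further: 0% = DMSO without peptide and 100% = 100 nM NTR1 peptide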
Target sequence (P30989 whole entry, looked up): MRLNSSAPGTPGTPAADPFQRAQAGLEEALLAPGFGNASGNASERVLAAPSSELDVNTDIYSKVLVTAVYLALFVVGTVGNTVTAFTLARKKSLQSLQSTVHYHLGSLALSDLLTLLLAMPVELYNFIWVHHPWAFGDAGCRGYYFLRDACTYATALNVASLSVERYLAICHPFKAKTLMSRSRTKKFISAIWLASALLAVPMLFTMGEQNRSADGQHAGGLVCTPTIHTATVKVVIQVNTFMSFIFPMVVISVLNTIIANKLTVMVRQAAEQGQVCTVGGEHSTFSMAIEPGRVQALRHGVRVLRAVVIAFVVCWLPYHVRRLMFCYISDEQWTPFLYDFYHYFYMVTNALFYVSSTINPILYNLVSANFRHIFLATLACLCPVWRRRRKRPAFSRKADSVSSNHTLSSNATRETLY
MgcRacGAP inhibition: MgcRacGAP GTPase-activating activity inhibitors, confirmation, biochemical, ADP Hunter fluorescence; AID 624330; 0.6% of 340,000 active; MgcRacGAP-stimulated Rac1 GTP hydrolysis, ADP Hunter fluorescence; higher % means a stronger effect; GST-tagged Rac1 F28L mutant substrate; inhibition, % at 30 µM, or IC50 in µM where a hit was titrated;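 active means first-screen hits whose inhibition reached a set limit at any dose in the follow-up dose series; inconclusive means inhibition above the set first-screen limit but never retested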;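 further: fluorescence reports GDP produced by GAP-driven GTP hydrolysis; strong numbers were not always called active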
Lipid droplet: modulators of hepatic lipid droplet formation; AML12 mouse hepatocytes, oleate lipid droplets, BODIPY imaging; AID 1656; 0.4% of 240,000 active; inhibition, % at 6.5 µM;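 active means lipid droplet intensity inhibited by at least 50%, with more than 500 cells counted; inconclusive means wells with under 300 cells, treated as cytotoxic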
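Assay system: AML12 hepatocytes (mouse); Probe or stimulus: oleic acid at 100 µM to induce lipid droplet formation; Dosing: compound at 6.5 µM only; Schedule: compound with oleate, overnight; Detection: fluorescence imaging, 20x objective, two fields per well; Measure: % inhibition of lipid droplet signal.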
GPR55 activation: selective activators of receptor GPR55 – imaging, U2OS cells, beta-arrestin-GFP redistribution, primary screen (AID 1961); U2OS GPR55 beta-arrestin-GFP redistribution imaging; higher % means a stronger effect; one-dose activation, % at 10 µM; EC50 in µM for titrated hits; 0.048% of 290,000 active;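 active means activation above 40% with more than 50 cells counted in the well; inconclusive means wells holding fewer than 50 cells, flagged as toxic or sparse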;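 further: U2OS osteosarcoma cells stably expressing GPR55 and beta-arrestin-GFP; plate controls were DMSO negative control for no effect and LPI positive control for full effect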
Lipid droplet cells 6.5 µM: recorded beside Lipid droplet, whose call it bears; cell count; measured here: cell count, cytotoxicity flag;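 cells counted across two imaged fields per well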
T cell HTS vesicle-bound %: recorded beside T cell HTS, whose call it bears; double positive events, %; measured here: CD8+ vesicle-bound cell fraction;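 binding gate set so that unloaded-vesicle control wells show 10% double positive cells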
NTR1 agonist cell count 20 µM: also measured in NTR1 agonist; calls as there; cell count; measured here: cell count, cytotoxicity flag
An asterisk follows results filed as active; i = inactive; u = inconclusive; x = no result given.

SMILES	Large T inhibition	LYP phosphatase	T cell HTS	T cell HTS vesicle-bound %	GPR55 antagonists	GPR35 arrestin U2OS	NTR1 agonist	NTR1 agonist cell count 20 µM	MgcRacGAP inhibition	Lipid droplet	Lipid droplet cells 6.5 µM	GPR55 activation
Cc1ccc(NC(=O)c2ccccc2N2C(=O)C3C4C=CC(C5CC45)C3C2=O)cc1C (stereo not given)	26%	-6%	i	8	3%	9%	2.1	65	5%	11	868	0.0%
CSc1ccc(CCNC(=O)C2CCN(c3nnc(-n4cccc4)s3)CC2)cc1	-1%	-9%	i	39	-2%	-7%	9.4	53	3%	x	x	-0.1%
CNC(=O)NC(=O)COC(=O)CCc1nc(=O)c2ccccc2n1C	8%	-8%	i	47	0%	-10%	0.2	93	1%	7	686	-0.5%
Cc1ccc(NC(=O)C2C3CCC(O3)C2C(=O)O)cc1Cl (stereo not given)	4%	-5%	i	62	7%	2%	-0.4	44	8%	8	841	-0.2%
O=C(N/N=C/c1cccnc1)c1ccc(CN2c3cccc4cccc(c34)S2(=O)=O)cc1	4%	4%	i	59	0%	-10%	1.5	56	-8%	-3	662	-0.5%
O=C1CN(C(=O)c2cccc(S(=O)(=O)N3CCCC3)c2)c2ccccc2N1	0%	-6%	i	39	17%	-1%	2.5	55	7%	-1	722	-0.1%
CC(C)(C)OC(=O)NCC1CCN(S(=O)(=O)Cc2ccccc2)CC1	8%	-5%	i	50	77%	11%	-1.3	87	5%	-36	785	1.5%
COc1ccc(CCN2C(=O)CC(NCCc3ccc(S(N)(=O)=O)cc3)C2=O)cc1OC (stereo not given)	7%	1%	i	9	4%	8%	5.0	58	1%	2	801	-0.1%
O=C(Cn1c(=O)n(-c2ccccc2)c(=O)c2sccc21)NCc1ccccc1	10%	-6%	i	23	4%	-11%	0.3	56	11%	8	733	0.5%
CC12CCC(=O)N1C(C(=O)Nc1cccc(S(=O)(=O)N3CCCCC3)c1)CS2 (stereo not given)	3%	x	i	30	x	x	0.4	49	5%	x	x	x
COn1c(-n2nc(C)cc2C)nc2ccccc2c1=O	-2%	-7%	i	8	9%	10%	-0.7	50	3%	x	x	-0.1%
C=CCN1CC(c2nc3ccccc3n2CCOc2ccccc2)CC1=O (stereo not given)	-1%	-9%	i	25	0%	3%	1.1	80	6%	x	x	-0.2%
CCOC(=O)c1cc(C)n(-n2cnnc2)c1C	8%	-3%	i	46	-9%	0%	-0.8	81	-2%	-5	686	-0.1%
O=C(N/N=C/c1ccc(Br)s1)c1cccs1	19%	2%	i	23	-8%	-8%	4.4	61	x	2	687	-0.1%
CCOC(=O)c1c(C)[nH]c(C(=O)COC(=O)CSCC(=O)N(CC)CC)c1C	-3%	-6%	i	8	-6%	-2%	0.5	60	8%	x	x	0.7%
Nc1cc(C(=O)O)ccc1N1CCCCC1	17%	-4%	i	33	12%	-24%	0.5	43	14%	10	750	-0.3%
Cc1ccc2[nH]cc(CCNC(=O)c3ccc4c(c3)OCO4)c2c1	15%	-1%	i	49	-1%	3%	1.0	47	9%	-1	833	0.3%
CCN(CC)CCOc1nnc(-c2ccc(C)cc2)c2ccccc12	21%	-2%	i	41	19%	-4%	0.3	56	11%	11	714	0.6%
Cc1cc(NC(=O)C2CCCN(S(=O)(=O)c3cnc[nH]3)C2)ccc1Br (stereo not given)	4%	-1%	i	36	-3%	13%	8.5	63	2%	x	x	-0.1%
CCCNC(=O)Cn1c2ccccc2c2nc(=O)cc(C)n21	10%	-5%	i	28	-4%	11%	7.2	51	1%	x	x	-0.1%
COc1ccc(-c2[nH]ncc2CN2CCCN(c3ccccc3)CC2)c(F)c1	x	0%	i	32	16%	7%	1.1	59	-4%	-11	718	0.6%
CCOC(=O)COc1ccccc1/C=C\[N+](=O)[O-]	u	-3%	i	55	-13%	-5%	x	x	8%	-28	517	39%
CCOC(=O)C1CCN(c2c(C(=O)c3ccccc3)cnc3ccc(Cl)cc23)CC1	28%	-1%	i	55	16%	14%	13	52	6%	1	671	-0.3%
Cc1ccc(CN2CCCN(Cc3cc(C)ccc3C)S2(=O)=O)cc1	1%	-10%	i	44	3%	0%	2.3	80	x	7	844	0.0%
CN(Cc1cnccn1)C(=O)CC1C(=O)NCCN1Cc1c(F)cccc1Cl (stereo not given)	14%	-5%	i	49	11%	-8%	3.4	46	11%	1	730	0.3%

8 structures from above, sorted by molecular weight, descending:
SMILES	Large T inhibition	LYP phosphatase	T cell HTS	T cell HTS vesicle-bound %	GPR55 antagonists	GPR35 arrestin U2OS	NTR1 agonist	NTR1 agonist cell count 20 µM	MgcRacGAP inhibition	Lipid droplet	Lipid droplet cells 6.5 µM	GPR55 activation
COc1ccc(CCN2C(=O)CC(NCCc3ccc(S(N)(=O)=O)cc3)C2=O)cc1OC (stereo not given)	7%	1%	i	9	4%	8%	5.0	58	1%	2	801	-0.1%
CCOC(=O)c1c(C)[nH]c(C(=O)COC(=O)CSCC(=O)N(CC)CC)c1C	-3%	-6%	i	8	-6%	-2%	0.5	60	8%	x	x	0.7%
O=C1CN(C(=O)c2cccc(S(=O)(=O)N3CCCC3)c2)c2ccccc2N1	0%	-6%	i	39	17%	-1%	2.5	55	7%	-1	722	-0.1%
COc1ccc(-c2[nH]ncc2CN2CCCN(c3ccccc3)CC2)c(F)c1	x	0%	i	32	16%	7%	1.1	59	-4%	-11	718	0.6%
CC(C)(C)OC(=O)NCC1CCN(S(=O)(=O)Cc2ccccc2)CC1	8%	-5%	i	50	77%	11%	-1.3	87	5%	-36	785	1.5%
Cc1ccc(CN2CCCN(Cc3cc(C)ccc3C)S2(=O)=O)cc1	1%	-10%	i	44	3%	0%	2.3	80	x	7	844	0.0%
CNC(=O)NC(=O)COC(=O)CCc1nc(=O)c2ccccc2n1C	8%	-8%	i	47	0%	-10%	0.2	93	1%	7	686	-0.5%
CCCNC(=O)Cn1c2ccccc2c2nc(=O)cc(C)n21	10%	-5%	i	28	-4%	11%	7.2	51	1%	x	x	-0.1%

(listing goes on)
SMILES	Large T inhibition	LYP phosphatase	T cell HTS	T cell HTS vesicle-bound %	GPR55 antagonists	GPR35 arrestin U2OS	NTR1 agonist	NTR1 agonist cell count 20 µM	MgcRacGAP inhibition	Lipid droplet	Lipid droplet cells 6.5 µM	GPR55 activation
COc1ccc(/C=C/C(=O)c2sc(-c3ccccc3)nc2C)cc1	12%	7%	i	12	18%	4%	4.4	52	8%	-18	667	-0.1%
CCOC(=O)C1CCN(S(=O)(=O)c2ccc(Cl)cc2OC)CC1	-3%	-6%	i	11	-1%	-5%	1.8	65	6%	-7	847	0.0%
COc1ccc2cc([C@H](C)C(=O)N(C)Cc3ccccc3N3CCCC3)ccc2c1	3%	2%	i	24	-7%	14%	6.6	44	3%	x	x	x
O=C1C2C3C=CC(C4CC34)C2C(=O)N1/N=C/c1ccc(-c2ccc(Cl)cc2[N+](=O)[O-])o1 (stereo not given)	-1%	2%	i	51	-6%	8%	10	50	6%	x	x	1.1%
CC(=O)NC(Cc1cc(C)ccc1C)C(=O)N1CCN(C(=O)Nc2ccc(C(C)=O)cc2)CC1 (stereo not given)	4%	-3%	x	x	-2%	6%	-0.8	56	7%	7	719	-0.1%
O=C(O)c1ccc(-n2cccc2/C=N\NC(=O)c2cc3cc(Br)ccc3o2)cc1	u	0%	i	17	12%	-6%	0.2	54	24%	1	709	-0.3%
Cc1nc(SCC(=O)Nc2nc3ccccc3s2)n[nH]1	10%	-9%	i	13	1%	-4%	-0.6	67	6%	1	677	-0.1%
CC1(C)CC(=O)c2c(-c3cccnc3)n[nH]c2C1	7%	2%	i	37	8%	-10%	-2.2	80	8%	5	769	-0.2%
COc1ccc(C(=O)Nc2cc(C)ccc2NC(=O)COc2ccccc2)cc1	-2%	-6%	i	39	14%	0%	-0.2	34	-3%	16	681	-0.2%
O=c1c2ccccc2c(=O)n(Cc2ccccc2)n1Cc1ccccc1	13%	1%	i	34	-7%	8%	9.7	48	3%	-12	609	-0.3%
COCCNC(=O)CSc1nc2nc(C)cc(C)n2n1	-3%	-7%	i	48	20%	5%	-0.8	63	14%	x	x	0.2%
COc1ccccc1/C=N/NC(=O)c1ccc2c(c1)OCO2	4%	-7%	i	55	-7%	5%	-1.0	38	7%	-2	818	-0.1%
COc1ccccc1N(C)S(=O)(=O)c1ccc(Cl)c(C(=O)Nc2cccc(C)n2)c1	3%	x	i	41	x	x	0.0	48	4%	x	x	x
Cc1ccn2c(=O)nc(SCC(=O)N3CCC(C)CC3)nc2c1	16%	x	i	54	x	x	-0.7	47	5%	x	x	x
COCCCNC(=O)CCc1nc2cccnc2n1Cc1ccccc1	1%	-4%	i	26	7%	9%	0.0	76	10%	x	x	0.0%
Cc1cc(OCC(=O)N(Cc2cccs2)C2CCS(=O)(=O)C2)ccc1Cl (stereo not given)	11%	-4%	i	30	7%	14%	35	42	3%	-19	716	-0.1%
CCCn1c2ccccc2c2cn[nH]c(=O)c21	7%	-3%	i	32	8%	22%	-1.1	50	12%	x	x	-0.1%
O=c1[nH]ccc2c([N+](=O)[O-])cccc12	2%	-8%	i	56	8%	-22%	-1.2	90	6%	11	688	-0.1%
CCCCC(=O)NC(c1ccc([N+](=O)[O-])cc1)c1c(O)ccc2ccccc12 (stereo not given)	6%	13%	i	41	11%	9%	27	67	3%	-13	564	-0.2%
